RSV antiviral HEp-2 = RSV antiviral activity via CPE protection, HEp-2 cells, primary 10 µM value included (AID 2391). actives 0.13% (n = 310,000). one-dose CPE inhibition, % at 10 µM; IC50 in µM for titrated hits. HEp-2 cells, RSV-induced CPE inhibition; higher % means a stronger effect; in the data active = a potency from the dose series; also: strong numbers were not always called active
West Nile antiviral = inhibition of WNV-induced cytopathic effect – cell-based, CPE readout (AID 1621); West Nile virus-infected cells, CPE inhibition; higher % means a stronger effect; one-dose CPE inhibition, % at 10 µM; IC50 in µM for titrated hits; actives 0.02% (n = 290,000); in the data active = a potency from the dose series; also: strong numbers were not always called active
T cell modulator = modulates CD8 T cell binding to vesicles. 2C CD8+ T cell-vesicle binding, flow cytometry; hits give low values. calls only at 7 µM. actives 0.068% (n = 330,000). AID 2052;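 active = response, share of CD8 T cells binding vesicles, and their 90th percentile fluorescence all below set limits, cut at about 80% in these data, passing the limit was not always enough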
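incubation = binding step 1.5 h, 37 °C, antibody labelling 20 min, ice | test system = 2C mouse CD8+ T cells | read-out basis = percent CD8+ FL2 mean versus row control | controls = Peptide-free naked vesicles (low) and QL9 vesicles with 0.7% DMSO vehicle (high) | detection = flow cytometry of vesicle-bound cells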
WT yeast gro inh = growth inhibition of WT yeast, mitochondrial fusion screen; mitochondrial fusion phenotypic screen, WT strain; AID 1362; inhibition, % at 10 µM; actives 2.1% (n = 190,000); in the data active = inhibition above about 58%; tested in S. cerevisiae
Rac1 GTP hydrolysis = MgcRacGAP GTPase-activating activity inhibitors, confirmation, biochemical, ADP Hunter fluorescence. MgcRacGAP-stimulated Rac1 GTP hydrolysis, ADP Hunter fluorescence; higher % means a stronger effect; GST-tagged Rac1 F28L mutant substrate. one-dose inhibition, % at 30 µM; IC50 in µM for titrated hits. actives 0.6% (n = 340,000). AID 624330;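 active = first-screen hits whose inhibition reached a set limit at any dose in the follow-up dose series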;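 also: fluorescence reports GDP produced by GAP-driven GTP hydrolysis; strong numbers were not always called active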
Myeloid diff 2 = promotes myeloid progenitor differentiation. actives 1% (n = 360,000). calls only at 10 µM. ER-HoxA9 myeloid progenitors, lysozyme-GFP differentiation, flow cytometry;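 active = normalized GFP-positive differentiation at or above the plate's own cutoff, the solvent-only control mean plus 3 SD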;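 also: cells exposed to compound for four days before flow analysis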
SV40 large T antigen = SV40 large T antigen inhibitors, biochemical (AID 1903). SV40 large T antigen ATPase/helicase inhibition assay; higher % means a stronger effect. one-dose inhibition, % at 20 µM; IC50 in µM for titrated hits. actives 0.39% (n = 310,000); in the data active = a potency from the dose series; also: strong numbers were not always called active
PhoP inhibition = inhibitors of PhoP regulon expression, primary screen, Salmonella Typhimurium, GFP reporter (AID 1863); S. Typhimurium PhoP-regulated promoter GFP reporter, 4 h; higher % means a stronger effect; one-dose inhibition, % at 50 µM; IC50 in µM for titrated hits; actives 0.16% (n = 300,000);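 active = inhibition over 29.93%, a cutoff 3 SD above the screen mean, later confirmed by dose response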;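 also: 0% = low Mg2+ inducing control and 100% = high Mg2+ repressing control; strong numbers were not always called active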
b-catenin transl = alters nuclear translocation of beta-catenin in HeLa cells; immunofluorescence imaging; actives 0.3% (n = 190,000); nuclear translocation activity, % at 5 µM;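 active = nuclear translocation activity above 50% at 5 µM, with a well cell count of 50 or more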;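 also: per-cell ratio of nuclear to cytoplasmic median beta-catenin stain intensity; plate controls were DMSO negative control for no effect and GSK-3 inhibitor IX positive control for full effect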
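assay system = human HeLa cells, endogenous beta-catenin | times = compound treatment 24 h, 37°C, 5% CO2 | detection = Anti-beta-catenin immunofluorescence on PFA-fixed, Triton-permeabilized cells, DAPI nuclei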
WT yeast gro inh mutant strain = recorded beside WT yeast gro inh, whose call it bears; inhibition, %; mitochondrial fusion phenotypic screen, mutant strain inhibition
b-catenin transl cell count 5 µM = recorded beside b-catenin transl, whose call it bears; cell count; measured here: cell count, cytotoxicity flag
T cell modulator vesicle-bound % = also measured in T cell modulator; calls as there; double positive events, %; measured here: CD8+ vesicle-bound cell fraction;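 binding gate set so that unloaded-vesicle control wells show 10% double positive cells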
Myeloid diff 2 GFP+ MAC1+ % = also measured in Myeloid diff 2; calls as there; GFP+ MAC1+ double positive, %; measured here: differentiation confirmed by MAC1 staining
* marks the source's active call; other numbers are inactive results; i = inactive; x = no result given.

SMILES	RSV antiviral HEp-2	West Nile antiviral	T cell modulator	T cell modulator vesicle-bound %	WT yeast gro inh	WT yeast gro inh mutant strain	Rac1 GTP hydrolysis	Myeloid diff 2	Myeloid diff 2 GFP+ MAC1+ %	SV40 large T antigen	PhoP inhibition	b-catenin transl	b-catenin transl cell count 5 µM
CCOC(=O)c1c(C)n(C)c2ccc(OC(=O)c3ccco3)cc12	1.2%	0.1%	i	24	-5	-7	-1%	i	1.3	-1%	5%	2.3	1323
O=C(CCN1C(=O)C2C3CC(C(Br)C3Br)C2C1=O)OCC(=O)c1cccc([N+](=O)[O-])c1 (centres undefined)	0.4%	-0.3%	i	39	x	x	3%	i	0.8	-3%	-2%	x	x
COc1ccc2cc3cc(C(=O)NCCCN4CCC(C)CC4)oc3nc2c1	-0.1%	1.7%	i	18	x	x	22%	i	0.0	1%	10%	x	x
CCc1ccccc1NC(=O)CN1CCN(C(=O)c2cccc(-n3cnnn3)c2)CC1	3.5%	x	i	29	x	x	6%	i	0.7	x	x	x	x
Cc1ccc(C(=O)CN2C(=O)c3ccccc3S2(=O)=O)cc1	3.1%	-0.5%	i	34	x	x	13%	i	0.5	6%	-10%	0.8	1316
COc1cc([N+](=O)[O-])cc(/C=N/NC(=O)c2ccc(C)nc2)c1O	14%	0.0%	i	50	-16	7	1%	i	0.3	5%	-4%	-0.2	984
COc1ccc(OCC(=O)NNc2nc3ccccc3s2)cc1	0.0%	0.5%	i	6	x	x	5%	i	0.2	13%	-15%	1.0	1283
Cc1cccc(N2CCN(C(=O)c3cc4cc(F)ccc4[nH]3)CC2)c1C	2.9%	1.4%	i	56	x	x	6%	i	0.5	4%	-1%	x	x
C/C=C\C=C/C(=O)Nc1cccc(C2=NOC3(C2)C[C@@H](C(N)=O)N(C(=O)c2ccccc2)C3)c1 (some centres undefined)	0.9%	0.0%	i	12	x	x	x	x	x	10%	-5%	-0.2	1123
O=C(CN(c1ccccc1)S(=O)(=O)c1ccccc1)Nc1ccc(F)cc1	0.6%	-0.9%	i	56	x	x	-6%	i	0.9	5%	2%	x	x
CN(C)CCCOC(=O)CCc1ccccc1	0.5%	-0.3%	i	50	-2	-7	5%	i	1.9	0%	-1%	-2.6	1039
COc1cccc2c1OC[C@@H](CO)[C@H]2N(C)C(=O)Nc1ccc(Cl)cc1	0.3%	-0.4%	i	12	-4	8	6%	i	1.7	15%	-6%	x	x
COc1ccc([C@H]2/C=C\CN(S(=O)(=O)c3ccc(C)cc3)[C@@H](C)C(=O)N2Cc2ccc(F)cc2)cc1	2.3%	-0.7%	i	30	x	x	7%	i	1.1	1%	-3%	x	x
Cc1cc(C)cc(OCC(=O)N/N=C/c2ccncc2)c1	0.2%	-0.3%	i	23	-25	15	5%	i	0.6	11%	-8%	2.3	1142
CC(=O)Nc1sc(NC(=O)c2ccc([N+](=O)[O-])cc2)nc1-c1cccs1	x	0.1%	i	53	x	x	13%	i	0.9	3%	0%	0.3	1207
COc1ccc(-c2cnc3nc(/N=C/N(C)C)nn3c2/N=C/N(C)C)cc1	9.8%	1.1%	i	63	-5	11	5%	i	0.1	9%	1%	-1.5	1092
COCCNC(=O)/C(C#N)=C/c1ccc2c(c1)OCO2	0.3%	-0.2%	i	34	5	-1	0%	i	0.5	-4%	5%	-1.3	1050
C/C(=N\NC(=O)CNc1ccccc1Cl)C(C)(C)C	0.0%	0.1%	i	27	-1	-15	6%	i	0.8	4%	0%	0.0	1271
O=C(Cn1ccc2cc(S(=O)(=O)N3CCCC3)ccc21)NCc1ccccc1	8.4%	0.1%	i	13	x	x	7%	i	3.2	10%	2%	x	x
COc1ccc(S(=O)(=O)N2CCCCCC2)cc1Br	x	-0.1%	x	x	5	1	3%	i	0.3	12%	2%	-1.1	1009
Cc1ccc2cc(CCNC(=O)c3ccc(S(=O)(=O)N4CCOCC4)cc3)c(=O)[nH]c2c1	1.3%	1.1%	i	30	x	x	6%	i	1.3	23%	4%	x	x
CCOc1ccc(NC(=O)c2cc(F)c(F)cc2Cl)cc1OCC	-0.6%	-1.2%	i	61	1	5	1%	i	1.1	0%	-1%	-2.9	1176
Cc1nn(CCO)c2c1C(=O)CCC2	1.1%	0.2%	i	39	-23	18	3%	i	1.0	0%	-13%	1.8	1122
CCOC(=O)C1(CCCc2ccccc2)CCN(C(=O)CN2C(=O)CSC2=O)CC1	2.1%	-1.2%	i	42	8	0	5%	i	0.4	15%	-5%	2.3	1035
O=[N+]([O-])c1ccc(CSc2nnc(-c3cccnc3)o2)cc1	2.0%	-1.9%	i	58	x	x	3%	i	0.7	14%	-2%	x	x

Part of the list above, reduced to T cell modulator, WT yeast gro inh mutant strain and Rac1 GTP hydrolysis.
structure | T cell modulator | WT yeast gro inh mutant strain | Rac1 GTP hydrolysis
CCc1ccccc1NC(=O)CN1CCN(C(=O)c2cccc(-n3cnnn3)c2)CC1 | i | x | 6%
Cc1ccc(C(=O)CN2C(=O)c3ccccc3S2(=O)=O)cc1 | i | x | 13%

The results go on.
SMILES	RSV antiviral HEp-2	West Nile antiviral	T cell modulator	T cell modulator vesicle-bound %	WT yeast gro inh	WT yeast gro inh mutant strain	Rac1 GTP hydrolysis	Myeloid diff 2	Myeloid diff 2 GFP+ MAC1+ %	SV40 large T antigen	PhoP inhibition	b-catenin transl	b-catenin transl cell count 5 µM
O=c1c(Cl)c(N/N=C/c2ccc(Cl)cc2)cnn1-c1ccccc1	6.0%	-0.6%	i	51	29	-3	7%	i	0.3	5%	1%	-0.4	1132
Cc1ccccc1C(=O)NNC(=O)C1CCCN(c2ncccn2)C1 (centres undefined)	-0.2%	-0.3%	i	22	25	9	2%	i	2.4	8%	2%	x	x
O=C(O)c1cccc2c1C(=O)N(c1ccccc1)C2	0.9%	-0.4%	i	35	x	x	0%	i	1.1	-3%	6%	x	x
Cn1c(SCc2ccccn2)nnc1-c1cnccn1	0.5%	0.3%	i	54	-5	8	10%	i	5.2	19%	9%	-2.0	646
CN1CCN(CCCCC(=O)c2ccccc2)CC1	-0.5%	-0.1%	i	43	9	2	5%	i	0.3	0%	-4%	-0.5	1016
C/C(=N\NC(=O)c1ccc(NS(=O)(=O)c2cccs2)cc1)c1ccccc1	-0.3%	0.6%	i	50	-2	-6	-10%	i	1.0	10%	-29%	x	x
CCCCN(C(=O)C1=COCCO1)c1c(N)n(CCC)c(=O)[nH]c1=O	-0.5%	x	i	44	x	x	6%	i	1.2	14%	-6%	x	x
O=C(NCCCN1CCOCC1)c1cc2c(s1)-c1ccccc1OC2	22%	0.2%	i	5	x	x	8%	i	1.2	-1%	-3%	x	x
COc1ccc(S(=O)(=O)NCCN2CCOCC2)cc1Br	0.7%	-0.2%	i	60	x	x	-2%	i	0.3	6%	-5%	x	x
CCNc1oc(/C=C/c2ccc(OCC)cc2)nc1C#N	11%	-0.3%	i	68	x	x	15%	i	1.6	1%	-2%	x	x
CC(C(=O)N1CCCC1)N1CCN(c2ccccc2O)CC1 (centres undefined)	-0.4%	-0.2%	i	19	1	3	2%	i	0.3	-2%	3%	2.1	1079
O=C(CSc1nc2ccccc2c(=O)n1Cc1ccccc1)Nc1ccc(Br)cc1C(=O)O	42%	0.1%	i	24	x	x	8%	i	0.3	8%	0%	x	x
O=C(NCCc1ccccc1)c1ccc(Cl)nc1	0.2%	-0.2%	i	28	16	7	4%	i	1.7	2%	6%	-4.2	1213
Cc1cc(C)cc(NC(=O)N2CCNC(=O)C2CC(=O)Nc2cc(Cl)ccc2Cl)c1 (centres undefined)	0.2%	0.5%	i	6	x	x	9%	i	0.5	22%	1%	x	x
C#CCOCCOCCOCCNc1nc(N2CCN(C(=O)[C@H]([C@@H](C)CC)n3cc([C@@H](N)CC(C)C)nn3)CC2)nc(N2CCN(C(=O)[C@H](Cc3ccc(O)cc3)n3cc([C@@H](N)C(C)CC)nn3)CC2)n1 (some centres undefined)	-0.6%	-0.1%	i	14	-17	-6	9%	i	1.9	5%	2%	-2.8	1200
Clc1ccccc1N/N=C/c1ccc2c(c1)OCO2	0.8%	-1.6%	i	3	22	8	-27%	i	0.1	-2%	-1%	0.1	570
Cc1cc(Nc2ccc(Br)cc2)n2nc(C)nc2n1	3.0%	-0.2%	i	26	15	0	4%	i	2.0	6%	3%	-1.2	1062
COc1ccc(-c2noc(CCC(=O)NCC3CCCO3)n2)cc1 (centres undefined)	5.5%	-0.7%	i	59	x	x	2%	i	0.3	0%	7%	0.3	1242
CS(=O)(=O)N1CCN(C(=O)c2ccc(Br)s2)CC1	0.5%	0.3%	i	48	-4	2	5%	i	1.0	5%	-5%	-0.3	1200
CCOC(=O)Cn1c(=O)oc2cc(S(=O)(=O)N3CCc4ccccc43)ccc21	2.5%	0.0%	i	42	4	2	3%	i	1.9	-3%	-1%	x	x
CCCC(=O)NNC(=O)CCC(=O)NCc1ccccc1	1.1%	0.2%	i	22	3	-11	2%	i	5.9	1%	1%	-0.7	1212
O=C(OCc1ccccn1)C1CCN(C(=O)c2ccc(Cl)cc2)CC1	-1.3%	x	i	41	x	x	6%	i	1.0	28%	-2%	x	x
CCOc1cc(C(c2c(C)[nH][nH]c2=O)c2c(C)[nH][nH]c2=O)cc(Br)c1OC	0.9%	-0.3%	i	26	x	x	x	i	0.4	8%	5%	x	x
COc1ccc(-n2nc(C(=O)O)c3ccccc3c2=O)c(OC)c1	-1.2%	-0.6%	i	66	2	2	3%	i	6.7	7%	-13%	-0.9	1082
Cc1cccn2cc(-c3ccc(F)cc3)nc12	7.5%	-0.1%	i	20	7	9	9%	i	2.9	1%	1%	1.9	1132
CC(=O)c1ccc(-n2c(C)ccc2-c2ccccc2)cc1	0.0%	0.1%	i	9	62*	43*	-9%	i	2.1	7%	11%	-6.7	1214
CCOc1ccc(-c2nnn(CC(=O)NCc3ccc(C)cc3)n2)cc1	1.9%	0.3%	i	52	-2	2	0%	i	0.4	0%	-3%	x	x
Cc1ccc(OCC(O)Cn2c(NCCc3ccccc3)nc3c2c(=O)[nH]c(=O)n3C)cc1 (centres undefined)	-1.9%	-0.4%	i	2	8	2	10%	i	0.5	3%	12%	0.7	1063

Compounds were not picked by outcome; overall some 3.6% were active at least once.
